Source: PubChem BioAssay (Emory University Molecular Libraries Screening Center)
14-3-3g Raf: 14-3-3 gamma protein interaction modulation; P61981; FP, 14-3-3gamma / TMR-pS259-Raf peptide binding; inhibition, % at 40 µM; actives 0.19% (n = 160,000); in the data active = inhibition above about 30%;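 also: 0% = protein plus tracer without compound and 100% = blank with tracer alone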
Target sequence (P61981 whole entry, looked up): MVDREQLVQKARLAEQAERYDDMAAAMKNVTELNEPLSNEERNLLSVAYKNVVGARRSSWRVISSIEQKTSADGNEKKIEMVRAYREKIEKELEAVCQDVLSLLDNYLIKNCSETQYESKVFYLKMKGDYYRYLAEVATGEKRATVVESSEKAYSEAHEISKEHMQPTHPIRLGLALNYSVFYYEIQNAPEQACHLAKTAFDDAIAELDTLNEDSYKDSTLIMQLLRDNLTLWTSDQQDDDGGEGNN
* hit, by the source's call; & = joins results of further samples. The list is partial; the hit share may differ from the screen's.

14-3-3g Raf	compound
2	Cc1c(NC(=O)COc2ccc(F)cc2)c(=O)n(-c2ccccc2)n1C
-7	COc1cccc(C(=O)N(Cc2ccc3c(c2)OCO3)Cc2nc3ccccc3c(=O)[nH]2)c1
-8	O=C(CCNC(=O)Cn1ccc2ccccc2c1=O)NCCN1CCc2ccccc2C1
0	O=C(O)c1ccc2c(c1)C(=O)N(c1c[nH]c(=O)[nH]c1=O)C2=O
-1	Cn1cc(Cl)c(C(=O)NC2CCCC2)n1
6&3	CN1CCN(CCCN2c3ccccc3Sc3ccc(Cl)cc32)CC1
-11	CCOC(=O)c1cc2c(=O)n3ccccc3nc2n(CCCOC)c1=NC(=O)c1ccc(C(F)(F)F)cc1
-16	COc1cc(-c2cc(C(=O)O)c3c(ccc4ccccc43)n2)c(Cl)cc1O
-1	CC1=C(C(=O)OCCc2ccccc2)C(c2ccc(F)cc2)C2=C(CC(c3cccs3)CC2=O)N1 (centres undefined)
-2	COc1cc2c(cc1OC)C1C(C(=O)NCCCOC(C)C)c3ccccc3C(=O)N1CC2 (centres undefined)
-2	CCCCCn1c(=S)[nH]c2cc(C(=O)Nc3ccc(C)c(F)c3)ccc2c1=O
13	COC(=O)c1ccc(C2Oc3ccccc3C3=C2C(c2ccc(F)cc2)n2ncnc2N3)cc1 (centres undefined)
0	COC(=O)C(C)Sc1nnc(Cc2cc(=O)[nH]c(=O)[nH]2)n1-c1ccc(OC)cc1 (centres undefined)
1	COCCCNC(=O)C1CCC(=O)N1Cc1ccc(F)cc1 (centres undefined)
-8	O=S(=O)(N=C1SCCN1S(=O)(=O)c1ccc(Cl)cc1)c1ccc(Cl)cc1
-3	CC(Oc1ccccc1)C(=O)Nc1ccc(C(N)=O)cc1 (centres undefined)
-2	COc1ccccc1C1CC(c2ccc(Br)cc2)=NN1C(=O)c1ccc(C)cc1 (centres undefined)
-10	CC1CC(C)CN(CCCNC(=O)CC2Oc3ccccc3NC2=O)C1 (centres undefined)
-14	O=C(CS(=O)(=O)Cc1ccccc1)N1CCc2ccccc21
-2	COc1ccc(C(OC(=O)c2ccco2)C(=O)NC2CCCCC2)cc1OC (centres undefined)
2	COCCNC(=O)CSc1n[nH]c(C)c1[N+](=O)[O-]
2	CNc1nc(C)c(C(=O)O)s1
1	Cc1nn(S(=O)(=O)c2ccccc2)c(C)c1Sc1ccc([N+](=O)[O-])cc1
-19	O=C(CS(=O)(=O)c1cn(Cc2ccccc2Cl)c2ccccc12)Nc1ccccc1
-2	Cc1ccc2nc(N3CCN(C(=O)c4cccs4)CC3)c(C#N)cc2c1
-5	CCOc1ccccc1NC(=O)c1sc2ncnc(N3CCN(c4ccc(OC)cc4)CC3)c2c1C
-11	COc1ccc(N2C(=O)c3ccc([N+](=O)[O-])cc3C2=O)cc1
0	COc1cc(C2=NOC(C(=O)NCc3ccco3)C2)cc(OC)c1OC (centres undefined)
-19	Cc1nn(-c2ccccc2)c2sc(C(=O)N(CC(=O)NC(C)(C)C)Cc3ccco3)cc12
0	CC1CN(Cc2cc([N+](=O)[O-])c3cccnc3c2O)CC(C)O1 (centres undefined)
-1	CCCCOC(=O)CSc1nnc(N)s1
5	C#CCN1C(=O)C(O)(CC(=O)c2ccc(C)cc2C)c2ccccc21 (centres undefined)
-5	Cc1ccc(S(=O)(=O)c2c(C)nn(C(C)(C)C)c2OC(=O)c2cccs2)cc1
-1	Cc1ccc(S(=O)(=O)N2CCCN(S(=O)(=O)c3ccc(C)c(C)c3)CC2)cc1C
-8	Oc1ccc(-c2ccccc2)cc1Br
-6	CC(C)CC(=O)N1CCN(Cc2cccc(C(F)(F)F)c2)CC1
3	NC(=O)c1cc2cc(Br)ccc2oc1=Nc1cccc(F)c1
3	Cc1ccc(OC(=O)c2ccc([N+](=O)[O-])cc2Cl)cn1
-2	COc1cccc(C2=NOC(C(=O)NCc3ccccn3)C2)c1 (centres undefined)
1	COc1ccc(OC)c(S(=O)(=O)Nc2cc(OC)c(Cl)cc2OC)c1
-8	Cc1cc(NC(=O)c2cccc3ccccc23)ccc1-c1cc2ccccc2oc1=O
1	COC(=O)c1cccc(N(C(=O)CNC(=O)c2ccco2)C(C(=O)NC2CCCC2)c2ccco2)c1 (centres undefined)
-8	COCCCNC(=O)CN(Cc1ccc(Cl)cc1)S(C)(=O)=O
-12	Cc1ccc(-n2c3c(cc(C(=O)NC(C)c4ccccc4)c2=O)C(=O)CCC3)cc1 (centres undefined)
5	O=C(O)C1Cc2c([nH]c3ccccc23)C(c2ccccc2)N1 (centres undefined)
-20	C=CCn1c(=S)[nH]c2scc(-c3ccc(Br)cc3)c2c1=O
0	COc1ccccc1NC(=O)CC(NCc1ccccc1)C(=O)O (centres undefined)
0	COc1ccc(CN2CCN(C(=O)c3ccc(OC)c(OC)c3)CC2)cc1
-7	O=C(NCc1ccco1)c1c(O)c2ccccc2[nH]c1=O
-10	CCOC(=O)C1=C(C)Nc2nnnn2C1c1sccc1C (centres undefined)
-9	COC(=O)CSc1nc2ccc(NC(=O)CSc3nnnn3Cc3ccccc3)cc2s1
-2	CC1(C(=O)CSc2ncn[nH]2)CCC(=O)O1 (centres undefined)
3	O=C(c1ccc2c(=O)n(Cc3ccc(Cl)cc3)c(=S)[nH]c2c1)N1CCCCC1
0	CC(=O)Nc1ccc(S(=O)(=O)n2nc(C)cc2C)cc1
-2	COc1cccc(C(=O)N2CCc3cc(OC)c(OC)cc3C2COc2ccc3c(C)cc(=O)oc3c2)c1 (centres undefined)
6	COc1ccc(C2Nc3ccc(Cl)cc3C(c3ccccc3)O2)c(OC)c1 (centres undefined)
-4	COc1ccccc1NC(=O)Cc1noc(CN(C)Cc2cccs2)n1
4	O=C(NCCSCCNC(=O)C(F)(F)F)C(F)(F)F
1	CCOC(=O)N1CCC(NC(=O)CCC(=O)N2CCOc3ccc(C)cc32)CC1
-36	Fc1cccc(-c2nnc3n2N=C(c2ccc(Br)s2)CS3)c1

Additional results follow:
14-3-3g Raf	compound
1	Cn1c(=O)cc(OCCCC(=O)NCCN2CCN(c3ccccc3F)CC2)c2ccccc21
-10	Cc1ccc(/C(O)=C2\C(=O)C(=O)N(CCC(=O)O)C2c2ccc(C(C)C)cc2)cc1 (centres undefined)
-3	COc1ccc(NC(=O)C2CCN(S(=O)(=O)c3ccc(Cl)cc3)CC2)cc1
-1	CCOC(=O)c1c(C)[nH]c(C(=O)COC(=O)c2ccc(F)c(S(=O)(=O)N3CCOCC3)c2)c1C
-10	O=C(NCCN1CCN(c2cccc(Cl)c2)CC1)C1CC(=O)N(CCc2ccccc2)C1 (centres undefined)
-3	CCOC(=O)N1CCN(S(=O)(=O)c2ccc(OC)c3ccccc23)CC1
-2	COc1ccccc1CNC(=O)c1cc(=O)n(Cc2ccc(Cl)cc2)c2ccccc12
-2	COc1ccc(NC(=O)CN2CCN(S(=O)(=O)c3cccc([N+](=O)[O-])c3)CC2)cc1
0	Cc1ccc(-n2c3c(cc(C(=O)Nc4ccc(Br)cc4)c2=O)C(=O)CCC3)cc1
-7	FC(F)(F)c1cc(-c2cccs2)nc(-n2cncn2)n1
6	COc1ccc(C[n+]2cccc(C(=O)Nc3c(C)cccc3C)c2)cc1OC
-2	Cc1onc(-c2ccccc2Cl)c1C(=O)Nc1cccc([N+](=O)[O-])c1
1	Cn1c(=O)[nH]c(=O)c2c1nc(CN1CCN(c3ccc(F)cc3)CC1)n2CCc1ccccc1
0	COc1ccc(-c2cc(C(=O)NC3CCCCC3C)c3ccccc3n2)cc1 (centres undefined)
0	CC1(c2ccccc2)CC(C)(C)N(C(=O)CCc2ccccc2)c2ccccc21 (centres undefined)
-11	CCOc1ccc(CCn2c3c(c(=O)[nH]c2=O)C(C(F)(F)F)(C(F)(F)F)N=C(C)N3)cc1OCC
5	CCOC(=O)c1ccc(NC(=O)C2C3CCC(C3=C(C)C)C2C(=O)O)cc1 (centres undefined)
-10	COc1cccc(NC(=O)CSc2nc3nc(C)c(Cc4ccc(C)cc4)c(C)n3n2)c1
5	CC(Oc1cccc(Cl)c1)n1cncn1 (centres undefined)
4	CC(=O)Oc1cccc(C(=O)Nc2cc(C)on2)c1
-2	CCOC(=O)C1=C(c2ccccc2)SC(=C2C(=S)C(C)(C)Nc3ccc(OCC)cc32)S1
2	CC(CNc1ccc([N+](=O)[O-])cc1)NS(=O)(=O)c1ccccc1 (centres undefined)
4	CCOC(=O)c1ccc(NC(=O)CSc2nc(C)nc3c2c(=O)n(C)c(=O)n3C)cc1
8	CCOC(=O)Cc1c(C)c2c(O)cc(O)cc2oc1=O
-20	CCc1ccc(NC(=O)Nc2cccs2)cc1
-8	Cc1cccc(N2CCCn3c2nc2c3c(=O)n(CC(=O)OCc3ccccc3)c(=O)n2C)c1
-64	O=C(Nc1ccc(N2CCCC2)cc1)c1sc2ccccc2c1Cl
6	CCN(CC)S(=O)(=O)c1ccc(C(=O)Nc2c3c(nn2-c2ccccc2)CSC3)cc1
-10	CCOc1cccc2c1OC(c1cccc(F)c1)N1N=C(c3cccc(OC)c3)CC21 (centres undefined)
-1	Cc1ccc(-c2nnc(N(C)C(=O)C3CCCO3)s2)cn1 (centres undefined)
1	CCOC(=O)N1CCN(C(=O)c2nc3ccccc3s2)CC1
0	Cc1cccc(C(=O)Nc2nc3ccc(S(C)(=O)=O)cc3s2)c1
-5	Cn1c(SCc2ccc(F)c3ccccc23)nc2ccccc2c1=O
-78	Cc1cc(C)c(NC2=CC(=NS(=O)(=O)c3cccs3)c3ccccc3C2=O)c(C)c1
-5	O=C(Nc1ccc(Oc2ccccc2)cc1)C1C2C=CC3(O2)C1C(=O)N(C1CCCCC1)C3C(=O)NC1CCCCC1 (centres undefined)
-5	COCCOC(=O)C1=C(C)NC2=C(C(=O)CC(c3ccccc3OC)C2)C1c1cccc([N+](=O)[O-])c1 (centres undefined)
7	Cn1nc(-c2ccc(Cl)cc2)c2cc(C(=O)N3CCN(c4ccccc4)CC3)sc21
1	O=C(NCCCN1CCOCC1)c1ccc(Sc2ccccc2Cl)c([N+](=O)[O-])c1
3	Cc1c(Cl)c(Cl)nc(Cl)c1C(=O)NC(=O)NCc1ccccc1Cl
2	COc1ccc(Cl)cc1C(=O)Nc1c2c(nn1-c1ccc(C)cc1)CS(=O)(=O)C2
1&5	CCCSc1nnc(-c2c[nH]c3ccccc23)n1CC
3	CN1C(=S)NC(C)(C)CC1(C)O (centres undefined)
3	COc1ccc(CCN2COc3cc(C)c(Cl)c(C)c3C2)cc1
-6	C=CCC1C(C)=NN(C(=O)c2ccc(Cl)cc2)C1(C)O (centres undefined)
-1	O=c1c2ccccc2c(-c2cccs2)nn1-c1ccccc1

Some of the entries so far, as tab-separated lines:
molecule	14-3-3g Raf
COc1ccc(CCN2COc3cc(C)c(Cl)c(C)c3C2)cc1	3
C=CCC1C(C)=NN(C(=O)c2ccc(Cl)cc2)C1(C)O (centres undefined)	-6

Continued.
14-3-3g Raf	compound
0	NC(=O)C1CC(=O)N(c2ccc(OCC(=O)Nc3ccc(F)cc3)cc2)C1 (centres undefined)
-4&-1	C=CCSc1nnc(-c2ccccc2NC(C)=O)c(=O)[nH]1
1	Cc1ccc(S(=O)(=O)N2CCN(C(=O)CSc3nnnn3C)C2)cc1
-1	CC(C)(C)NS(=O)(=O)c1ccc(Cc2ccc(S(=O)(=O)NC(C)(C)C)cc2)cc1
10	CCSc1nnc(NC(=O)c2ccc(Br)cc2)s1
-6	COc1ccccc1-c1cc(N)n[nH]1
1	CCOC(=O)C1=CN(c2ccc(C)cc2)C=C(C(=O)OCC)C1c1ccc(F)cc1
-1	COC(=O)C1=C(C)N(C)C(=O)NC1c1ccc(N(C)C)cc1 (centres undefined)
1	NS(=O)(=O)c1cc2c(cc1Cl)NC(C1CC3C=CC1C3)NS2(=O)=O (centres undefined)
0&-25	Brc1ccc(CSc2ncn[nH]2)cc1
1	CN(C)c1ccc(C(=O)c2ccccc2C(=O)O)c(O)c1
1	CC(=O)Nc1nc(CC(=O)c2ccccc2)cs1
-10	Cc1ccc(S(=O)(=O)N2CCC(C(=O)N[C@@H](C)C(=O)Nc3ccc4c(c3)OCO4)CC2)cc1
-5	COc1cc(SC)ccc1C(=O)Nc1ccon1
-6	COc1ccccc1C(=O)Nc1ncc2c(n1)CC(c1ccco1)CC2=O (centres undefined)
-11	CC1CCCCN1S(=O)(=O)c1ccc(C(=O)Nc2ccc(-c3nc4ccccc4s3)c(O)c2)cc1 (centres undefined)
0&3	CCNC(=O)c1ccccc1NC(=O)c1cccc(S(=O)(=O)N2CCC(C)CC2)c1
-5	COc1ccc(Br)cc1C(=O)O
-1	Cc1cc(-n2c(SCC(=O)NCc3cccs3)nc3n[nH]c(C)c3c2=N)ccc1Cl
5	Cc1cccc(N2CCN(c3ccc(N4C(=O)CCCC4=O)cc3[N+](=O)[O-])CC2C)c1 (centres undefined)

Among those listed so far, these have an NH in an aromatic ring:
14-3-3g Raf	compound
-7	COc1cccc(C(=O)N(Cc2ccc3c(c2)OCO3)Cc2nc3ccccc3c(=O)[nH]2)c1
0	O=C(O)c1ccc2c(c1)C(=O)N(c1c[nH]c(=O)[nH]c1=O)C2=O
-2	CCCCCn1c(=S)[nH]c2cc(C(=O)Nc3ccc(C)c(F)c3)ccc2c1=O
0	COC(=O)C(C)Sc1nnc(Cc2cc(=O)[nH]c(=O)[nH]2)n1-c1ccc(OC)cc1 (centres undefined)
2	COCCNC(=O)CSc1n[nH]c(C)c1[N+](=O)[O-]
5	O=C(O)C1Cc2c([nH]c3ccccc23)C(c2ccccc2)N1 (centres undefined)
-20	C=CCn1c(=S)[nH]c2scc(-c3ccc(Br)cc3)c2c1=O
-7	O=C(NCc1ccco1)c1c(O)c2ccccc2[nH]c1=O
-2	CC1(C(=O)CSc2ncn[nH]2)CCC(=O)O1 (centres undefined)
3	O=C(c1ccc2c(=O)n(Cc3ccc(Cl)cc3)c(=S)[nH]c2c1)N1CCCCC1
-1	CCOC(=O)c1c(C)[nH]c(C(=O)COC(=O)c2ccc(F)c(S(=O)(=O)N3CCOCC3)c2)c1C
1	Cn1c(=O)[nH]c(=O)c2c1nc(CN1CCN(c3ccc(F)cc3)CC1)n2CCc1ccccc1
-11	CCOc1ccc(CCn2c3c(c(=O)[nH]c2=O)C(C(F)(F)F)(C(F)(F)F)N=C(C)N3)cc1OCC
1&5	CCCSc1nnc(-c2c[nH]c3ccccc23)n1CC
-4&-1	C=CCSc1nnc(-c2ccccc2NC(C)=O)c(=O)[nH]1
-6	COc1ccccc1-c1cc(N)n[nH]1
0&-25	Brc1ccc(CSc2ncn[nH]2)cc1
-1	Cc1cc(-n2c(SCC(=O)NCc3cccs3)nc3n[nH]c(C)c3c2=N)ccc1Cl
